# ANO1 activ: activators or potentiators of mouse TMEM16A chloride channel | Q8BHY3 | HEK293 TMEM16A/YFP-H148Q/I152L, iodide quench fluorescence; stronger effect = lower value | B-score at 10 µM | actives 0.3% (n = 340,000) | AID 623877;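 active means fluorescence-ratio B-score plate-corrected deviation score at least 3 library SD below zero, with starting fluorescence score within 5 deviations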;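 further: channel opened by trigger with iodide after compound preincubation; score built on the fluorescence ratio of max minus min over baseline; more negative score means more quench and so TMEM16A activation or potentiation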
# TRPC4 PAM: TRPC4 (mouse) allosteric potentiation; HEK293 TRPC4beta/mu-opioid, DAMGO EC20, Fluo-4 Ca2+ flux; stronger effect = higher value; B-score at 10 µM; actives 0.42% (n = 310,000); AID 2227;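 active means B-score of calcium response area above 5 SD of library B-scores, with initial fluorescence ratio within 5 SD of library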;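 further: B-score of integrated fluorescence ratio over time as area under calcium response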
# Target sequence (Q9QUQ5 whole entry, looked up): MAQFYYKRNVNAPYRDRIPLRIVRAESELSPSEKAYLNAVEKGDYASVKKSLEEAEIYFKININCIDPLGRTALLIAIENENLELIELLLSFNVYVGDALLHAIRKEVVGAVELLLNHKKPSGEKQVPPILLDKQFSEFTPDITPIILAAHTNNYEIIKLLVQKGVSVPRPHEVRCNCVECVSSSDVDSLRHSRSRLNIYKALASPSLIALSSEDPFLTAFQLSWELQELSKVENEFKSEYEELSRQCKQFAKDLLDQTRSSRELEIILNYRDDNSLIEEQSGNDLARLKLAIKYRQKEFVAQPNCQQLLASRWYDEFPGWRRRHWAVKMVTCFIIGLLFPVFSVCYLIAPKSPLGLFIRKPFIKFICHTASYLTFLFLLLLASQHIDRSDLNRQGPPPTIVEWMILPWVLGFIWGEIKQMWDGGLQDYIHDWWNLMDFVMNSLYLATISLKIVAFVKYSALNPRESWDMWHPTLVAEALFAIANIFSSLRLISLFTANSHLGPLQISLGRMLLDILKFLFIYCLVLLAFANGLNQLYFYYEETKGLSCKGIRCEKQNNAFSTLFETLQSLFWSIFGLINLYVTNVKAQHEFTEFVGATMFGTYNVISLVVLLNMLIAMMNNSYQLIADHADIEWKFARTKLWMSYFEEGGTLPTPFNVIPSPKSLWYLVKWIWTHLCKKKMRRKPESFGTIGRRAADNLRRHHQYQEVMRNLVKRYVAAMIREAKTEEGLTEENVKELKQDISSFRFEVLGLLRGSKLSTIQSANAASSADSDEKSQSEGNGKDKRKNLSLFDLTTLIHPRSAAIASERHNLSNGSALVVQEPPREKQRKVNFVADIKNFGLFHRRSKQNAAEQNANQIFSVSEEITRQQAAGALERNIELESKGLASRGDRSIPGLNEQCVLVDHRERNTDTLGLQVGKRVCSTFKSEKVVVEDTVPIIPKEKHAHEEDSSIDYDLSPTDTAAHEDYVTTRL
# TRPC4 act: opens the mouse TRPC4 cation channel | B-score at 10 µM | HEK293 TRPC4beta/mu-opioid, Fluo4 calcium fluorescence; stronger effect = higher value | actives 0.49% (n = 310,000);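 active means B-score above 5 SD of library B-scores, and initial fluorescence ratio not above library mean plus 5 SD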;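 further: positive B-score marks a calcium rise read as TRPC4 activation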
#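 Material: TRPC4beta and mu-opioid receptor HEK293 stable cells | Incubation: 45 min room-temperature Fluo4 loading, 110 s read | Detection: Kinetic Fluo4 calcium fluorescence | Measure: Integrated baseline-normalised fluorescence ratio, converted to per-well B score | Benchmarks: Low control buffer alone, high control maximal DAMGO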
# KCNQ1 act: potentiates or activates the human KCNQ1 potassium channel; CHO-K1 KCNQ1, thallium flux FluxOR fluorescence; stronger effect = higher value; actives 0.35% (n = 310,000); P51787; B-score at 10 µM;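 active means fluorescence ratio B-score, a plate-corrected score, at least three library SD, with initial intensity B-score within 5 SD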
#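 Schedule – 37 °C overnight plating, 90-min dark dye load, 20-min compound pretreatment · System – stable KCNQ1 CHO-K1 line · Probe or stimulus – thallium- and potassium-containing depolarizing buffer · Measured by – kinetic FluxOR fluorescence, 10 s baseline plus 110 s post-stimulus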
# hERG rescue: compounds protecting human hERG from proarrhythmic drug block; CHO-hERG, FluxOR thallium flux, dofetilide IC70 present; activation (rescue from dofetilide block), less the hit threshold, % at 10 µM; actives 0.51% (n = 310,000); AID 1511;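 active means activation above the mean of controls blocked by dofetilide plus 5 SD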;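 further: thallium influx through hERG after potassium depolarization seen as dye fluorescence rise; in these data hits start at about 4.7%; inactives centre near -7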
# TMEM16A inh: inhibitors of mouse TMEM16A calcium-activated chloride channel. Q8BHY3. actives 1.2% (n = 310,000). normalized B-score (activity score, 25-100; higher = stronger inhibition) at 10 µM. HEK293 TMEM16A/YFP iodide influx fluorescence, ionomycin;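 active means ratio plate-corrected score three or more library SD toward inhibition, starting fluorescence score within five deviations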;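 further: score derived from kinetic fluorescence span divided by baseline fluorescence per well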
# HDAC3 inhib: human HDAC3 inhibition; O15379; recombinant HDAC3, fluorogenic peptide/trypsin coupled, fluorescence; inhibition, % at 8.3 µM; actives 0.15% (n = 320,000); in the data active means inhibition above about 26%, passing the limit was not always enough; inconclusive means no clear call, values can overlap the other calls
# KCNK3 block: human KCNK3 channel inhibition, primary screen. O14649. CHO-KCNK3 thallium flux, FluxOR fluorescence; stronger effect = lower value. B-score at 10 µM. actives 0.84% (n = 340,000). AID 602410;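 active means B-score under library mean minus 4 SD, starting fluorescence ratio at most library mean plus 5 SD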;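 further: more negative B-score means stronger inhibition of thallium flux through KCNK3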
# KCNQ1 inh: inhibitors of human KCNQ1 potassium channel | B-score at 10 µM | actives 1.3% (n = 310,000) | CHO-K1 KCNQ1, FluxOR thallium flux fluorescence; stronger effect = higher value;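 active means compounds whose thallium flux B-score, printed positive for inhibition, exceeds three library SD while starting fluorescence stays within three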;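 further: channel opened by potassium depolarization with thallium stimulus after 20 min compound exposure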
# KCNK9 block: blocks the human KCNK9 two-pore domain potassium channel; HEK293 KCNK9, FluxOR thallium flux fluorescence; stronger effect = lower value; actives 1.2% (n = 310,000); B-score at 10 µM; Q9NPC2;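 active means ratio B-score over 3 SD below the library mean, with starting fluorescence within 5 SD of its mean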;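 further: negative B-score means less thallium flux so channel inhibition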
# DYRK1A inh: blocks rat Dyrk1A kinase activity; ADP-Glo luminescence, NFATc1 peptide; inhibition, % at 12.5 µM; actives 0.43% (n = 310,000); in the data active means inhibition above about 50%;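 further: plate controls were vehicle with enzyme for no effect and no enzyme for full effect; many of its hits are not listed in these tables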
# * hit, by the source's call; i = inactive; ? = inconclusive; . = not tested or not shown. Some of the compounds tested (hit frequency here may not be typical).
SMILES,ANO1 activ,TRPC4 PAM,TRPC4 act,KCNQ1 act,hERG rescue,TMEM16A inh,HDAC3 inhib,KCNK3 block,KCNQ1 inh,KCNK9 block,DYRK1A inh
COc1cccc(N2CCN(C(=O)C3CCCN(S(=O)(=O)c4ccc5c(c4)oc(=O)n5C)C3)CC2)c1 (configuration not stated),i,i,i,i,-9,i,-8,i,i,i,4
O=C(O)CC/C(=N/Nc1ccc([N+](=O)[O-])cc1)C(=O)O,i,i,i,i,-9,i,-2,i,i,i,0
CSc1ccc(CCNC(=O)C2CCCN(c3ncnc4c3nc3n4CCCCC3)C2)cc1 (configuration not stated),i,i,i,i,-14,i,-2,i,i,i,-3
CC(C)NC(=O)CN1CCC(O)(c2ccccc2)CC1,i,i,i,i,-5,i,-1,i,i,i,-3
CCOc1cc2[nH]c(=O)n(CCCC(=O)N(C)Cc3ccccc3)c(=O)c2cc1OCC,i,i,i,i,-12,i,0,i,i,i,.
COc1ccc(S(=O)(=O)N2CCN(CCc3ccccc3)CC2)cc1,i,i,i,i,-4,i,-1,i,i,i,4
CC(C)(C)c1ccc(S(=O)(=O)N2CCN(CCC#N)CC2)cc1,i,i,i,i,-9,i,0,i,i,i,4
c1ccc(Cn2cc(CN3CCCO3)c(-c3ccc4c(c3)OCO4)n2)cc1,i,i,i,i,-11,i,5,i,i,i,-9
Cc1cccc(CCNC(=O)c2cc(S(=O)(=O)N3CCCC3)cn2C)c1,i,i,i,i,-11,i,.,i,i,i,9
CC(=O)N1CCc2cc(S(=O)(=O)N3CCCCCC3)ccc21,i,i,i,i,-6,i,5,i,i,i,0
COc1ccc(COC(=O)C2CCN(S(=O)(=O)c3ccc(Cl)cc3)CC2)cc1,i,i,i,i,-14,i,10,i,i,i,-10
Cc1ccnc(SCC(=O)c2ccc([N+](=O)[O-])cc2)n1,i,i,i,i,-9,i,11,i,i,i,3
CCCCN(C)CC(O)Cn1cc(/C=C/C(=O)c2ccc(C)cc2)c2ccccc21 (configuration not stated),i,i,i,i,-25,i,4,i,i,i,11
CCOC(=O)c1[nH]c(C)c(C(=O)c2cc(F)ccc2F)c1C,i,i,i,i,-3,i,6,i,i,i,7
CN(C)CCNC(=O)C(C(=O)c1ccc(F)cc1)n1ccccc1=O (configuration not stated),i,i,i,i,-10,i,3,i,i,i,1
COC(=O)c1cc(C(=O)Nc2ccc(Cl)cn2)cc([N+](=O)[O-])c1,i,i,i,i,0,i,-6,i,i,i,6
O=C(O)c1ccccc1S(=O)(=O)c1ccccc1CO,i,i,i,i,-7,i,-7,i,i,i,-2
O=C(NNC(=O)C1CC(=O)N(c2ccc3c(c2)OCCO3)C1)c1ccc(F)cc1 (configuration not stated),i,i,i,i,-5,i,2,i,i,i,5
Cc1ccc(S(=O)(=O)NC(=O)N(CCC#N)Cc2ccccc2)cc1,i,i,i,i,-4,i,1,i,i,i,0
COc1ncccc1-c1nnn(-c2ccc(Cl)nc2)n1,i,i,i,i,-8,i,0,i,i,i,-4
COc1ccc(/C=C/c2c(-c3ccc(OC)cc3)oc3ccccc23)cc1,i,i,i,i,-5,i,-8,i,i,i,0
Cc1ccc(CNC(=O)C2CCCN(c3cnccn3)C2)cc1 (configuration not stated),i,i,i,i,-3,i,-8,i,i,i,0
CC(=O)Nc1ccc2nc(NC(=O)CS(=O)(=O)c3ccccc3)sc2c1,i,i,i,i,-8,i,2,i,i,i,-1
CCOC(=O)NC1=NCC(C)S1 (configuration not stated),i,i,i,i,-3,i,0,i,i,i,-2
COCCNC(=O)C(c1ccc(F)cc1)N(C(=O)CCC(=O)Nc1ccccn1)c1cccc(C)c1 (configuration not stated),i,i,i,i,-13,i,-2,i,i,i,7
# (list continues)
SMILES,ANO1 activ,TRPC4 PAM,TRPC4 act,KCNQ1 act,hERG rescue,TMEM16A inh,HDAC3 inhib,KCNK3 block,KCNQ1 inh,KCNK9 block,DYRK1A inh
Cc1nnc(SCC(=O)NC(C)(C)C)n1NCc1ccc(Cl)cc1,i,i,i,i,-6,i,9,i,i,i,4
CCOc1ncccc1C(=O)OCC(=O)c1ccc(C)c(C)c1,i,i,i,i,2,i,-2,i,i,i,.
Cn1c(CNC(=O)c2ccco2)nnc1SCC(=O)N1CCN(c2ccccc2F)CC1,i,i,i,i,-5,i,5,i,i,i,-2
O=C(Cn1cncn1)c1ccc(F)cc1F,i,i,i,i,1,i,-1,i,i,i,-3
CCCCOC(=O)c1ccc(NC(=O)c2cnccn2)cc1,i,i,i,i,-6,i,.,i,i,i,-9
COc1ccccc1CNC(=O)COC(=O)c1cccc(S(=O)(=O)N2CCCC2)c1,i,i,i,i,-9,i,-3,i,i,i,-3
O=C(c1ccco1)N(Cc1ccc(Cl)cc1)C1CCS(=O)(=O)C1 (configuration not stated),i,i,i,i,-8,i,-3,i,i,i,1
O=C(O)C1C2CC3C(OC(=O)C31)C2Cl (configuration not stated),i,i,i,i,-2,i,3,i,i,i,-4
CCOC(=O)c1c(C)[nH]c(N=Nc2ccccc2C)c1C,i,i,i,i,-7,i,?,i,i,-9.4*,-1
Cc1ccc(-c2nc(N)c3c(-c4ccc(C)cc4)nn(C(C)(C)C)c3n2)cc1,i,i,i,i,-7,100*,-6,i,i,i,-7
COc1ccc(Nc2ncnc3ccccc23)cc1,i,i,i,i,-4,i,6,i,i,i,13
Nc1ccc(-c2nc3ncccc3o2)cc1,i,i,i,i,2,i,-24,i,i,i,6
CCOc1cc2c(cc1OC)C(c1cccc([N+](=O)[O-])c1)NCC2 (configuration not stated),i,i,i,i,-12,i,1,i,i,i,-6
O=C(NCC(c1ccco1)N1CCN(c2ccc(F)cc2)CC1)OCc1ccccc1 (configuration not stated),i,i,i,i,-13,i,2,i,i,i,8
CC(C)C(NS(=O)(=O)c1cccc2nsnc12)C(=O)NCCC1=CCCCC1 (configuration not stated),i,i,i,i,-13,i,-3,i,i,i,0
COc1ccc(NC(=O)NNC(=O)c2ccc(-c3ccccc3)cc2)cc1,i,i,i,i,-5,i,-9,i,i,i,-10
O=C(O)CCC(=O)N1CN2CN(C(=O)CCC(=O)O)CC([N+](=O)[O-])(C2)C1,i,i,i,i,-3,i,.,i,i,i,-11
CC(C)c1ccc(S(=O)(=O)N2CCC3(CC2)OCCO3)cc1,i,i,i,i,0,i,-8,i,i,i,-1
CC(=O)C1=C(O)CC(c2ccccc2)CC1=NCCc1ccccc1 (configuration not stated),i,i,i,i,-7,i,-6,i,i,i,1
COC(=O)[C@@H]1C[C@@]2(O)[C@H](O)[C@H](O)[C@H](O)C[C@H]2N1C/C=C/c1ccccc1,i,i,i,i,-6,i,3,i,i,i,7
COc1cc(/C=C/C(=O)N2CC(C)OC(C)C2)cc(OC)c1OC (configuration not stated),i,i,i,i,-3,i,1,i,i,i,1
O=C(CN1CCN(c2ccccc2F)CC1)NCc1ccccc1,i,i,i,i,-12,i,-3,i,i,i,-4
Cc1cc(OCC(=O)Nc2c(C)n(C)n(-c3ccccc3)c2=O)ccc1[N+](=O)[O-],i,i,i,i,-7,i,0,i,i,i,-1
Cc1ccc(C(C)C)c(OCC(O)CN2CC(C)OC(C)C2)c1 (configuration not stated),i,i,i,i,0,i,8,i,i,i,-4
CCOC(=O)c1ccc(NC(=O)N2CCN(c3cccc(OC)c3)CC2)cc1,i,i,i,i,-6,i,4,i,i,i,5

# In the list so far, 3 contain a tert-butyl group:
SMILES,ANO1 activ,TRPC4 PAM,TRPC4 act,KCNQ1 act,hERG rescue,TMEM16A inh,HDAC3 inhib,KCNK3 block,KCNQ1 inh,KCNK9 block,DYRK1A inh
CC(C)(C)c1ccc(S(=O)(=O)N2CCN(CCC#N)CC2)cc1,i,i,i,i,-9,i,0,i,i,i,4
Cc1nnc(SCC(=O)NC(C)(C)C)n1NCc1ccc(Cl)cc1,i,i,i,i,-6,i,9,i,i,i,4
Cc1ccc(-c2nc(N)c3c(-c4ccc(C)cc4)nn(C(C)(C)C)c3n2)cc1,i,i,i,i,-7,100*,-6,i,i,i,-7

# KCNK9 block: entries above that show a hit
SMILES	ANO1 activ	TRPC4 PAM	KCNQ1 act	HDAC3 inhib	KCNK3 block	KCNQ1 inh	KCNK9 block	DYRK1A inh
CCOC(=O)c1c(C)[nH]c(N=Nc2ccccc2C)c1C	i	i	i	?	i	i	-9.4*	-1

# The results go on:
SMILES,ANO1 activ,TRPC4 PAM,TRPC4 act,KCNQ1 act,hERG rescue,TMEM16A inh,HDAC3 inhib,KCNK3 block,KCNQ1 inh,KCNK9 block,DYRK1A inh
Cc1ccc(OCC(=O)OCC(=O)c2ccccc2)cc1C,i,i,i,i,-2,i,1,i,i,i,1
Cc1cccc(-n2cnc(C(=O)N/N=C\c3ccc(Br)cc3)c2)n1,i,i,i,i,-1,i,.,i,i,i,3
CCC1=C(OC(=O)N(CC)CC)N2C(=O)OC(=NCCc3c[nH]c4ccccc34)[C@]2(C)[C@H]2C1=CC[C@H]1C(=O)NC(=O)[C@H]12,i,i,i,i,-10,i,4,i,i,i,11
Cc1nc2cc(NC(=O)CS(=O)(=O)c3ccccc3)ccc2s1,i,i,i,i,-7,i,2,i,i,i,1
CC1(C)Cc2c(sc(NC(=O)c3ccco3)c2C#N)CO1,i,i,i,i,-13,i,5,i,i,i,2
CC1CCN(c2ccccc2N)CC1,i,i,i,i,-12,i,-3,i,i,i,0
O=C(COC(=O)c1ccccc1SCC(=O)NC1CCCCC1)NC1CCCCC1,i,i,i,i,-10,i,6,i,i,i,1
CCN(CC)C(=O)c1sc(NC(=O)C(Sc2ccccc2)c2ccccc2)c(C(=O)OC(C)C)c1C (configuration not stated),i,i,i,i,-12,i,11,i,i,i,1
Cc1noc(C)c1C(=O)Nc1nccs1,i,i,i,i,-2,i,-3,i,i,i,.
CCc1nc2c(cnn2-c2ccc(Cl)cc2)c(=O)n1-c1ccc2c(c1)OCCO2,i,i,i,i,-8,i,2,i,i,i,-1
Cc1ccc(-c2csc3ncnc(Sc4nnc(CN5CCCCCC5=O)o4)c23)cc1,i,i,i,i,-23,i,-8,i,i,i,.
CCOc1ccc(C(=O)Oc2cc(C)[nH]c(=O)c2[N+](=O)[O-])cc1,i,i,i,i,-12,i,3,i,i,i,4
COc1ccc(CCCc2nnc(SCC(=O)Nc3ccc(C)c(C)c3)o2)cc1,i,i,i,i,-7,i,-2,i,i,i,-40
Cc1nc(NC(=O)CSc2nnnn2C)sc1C,i,i,i,i,-5,i,-3,i,i,i,-9

# Source: PubChem BioAssay (several laboratories)
